# Compound activity (PubChem)
# M. tuberculosis: growth inhibition of non-replicating M. tuberculosis (AID 488890) | Mycobacterium tuberculosis non-replicating, growth inhibition; higher % means a stronger effect | inhibition, % at 25 µM, or IC50 in µM where a hit was titrated | actives 0.39% (n = 320,000); in the data active = a potency from the dose series; inconclusive = inhibition mostly from about 82% at the one dose, without a potency; inactive = the rest, 99 in 100 with inhibition below about 76%;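 note: plate controls were DMSO cells for no effect and high antibiotic wells for full effect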
# H1N1 NS1A inhibition: H1N1 influenza NS1A inhibitors, functional cell based assay (AID 504329). NS1A functional cell-based assay, percent inhibition; higher % means a stronger effect. inhibition, % at 12.5 µM; hits with a dose series show IC50 in µM. actives 0.3% (n = 340,000); in the data active = a potency from the dose series; inconclusive = inhibition above about 27% without an active follow-up result; note: strong numbers were not always called active
# PhoP GFP inhibition: Inhibition of PhoP regulon, Salmonella typhi GFP reporter cells, confirmation, 4 h (AID 1850). inhibition, % at 50 µM, or IC50 in µM where a hit was titrated. Salmonella Typhi PhoP-promoter GFP reporter, fluorescence, 4 h; higher % means a stronger effect. actives 0.33% (n = 310,000); in the data active = a potency from the dose series; inconclusive = inhibition mostly from about 25% at the one dose, without a potency; inactive = the rest, 99 in 100 with inhibition below about 19%;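 note: 0% = induced wells with vehicle and 100% = uninduced wells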
# M. tuberculosis HTS: M. tuberculosis growth inhibition, HTS (AID 449762). M. tuberculosis H37Rv growth inhibition, 7H9 media; higher % means a stronger effect. actives 0.59% (n = 330,000). one-dose inhibition, % at 25 µM; IC50 in µM for titrated hits; in the data active = a potency from the dose series; inconclusive = inhibition above about 70% without an active follow-up result;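 note: bacterial growth assessed after seven days of incubation; strong numbers were not always called active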
# VEEV TC-83 Vero: inhibitors of VEEV TC-83 cytopathic effect, confirmation, Vero cells (AID 588727). Vero cells, VEEV TC-83 cytopathic effect inhibition; higher % means a stronger effect. one-dose inhibition, % at 20 µM; IC50 in µM for titrated hits. actives 0.13% (n = 350,000); in the data active = a potency from the dose series; inconclusive = inhibition mostly from about 14% at the one dose, without a potency; inactive = the rest, 99 in 100 with inhibition below about 12%; note: strong numbers were not always called active
# VEEV TC-83 Vero 10K pilot screen: recorded beside VEEV TC-83 Vero, whose call it bears; inhibition, %; measured here: 10K pilot screen inhibition
# Active calls of the source: *; i = inactive; ? = inconclusive; · = not tested or not shown.
SMILES,M. tuberculosis,H1N1 NS1A inhibition,PhoP GFP inhibition,M. tuberculosis HTS,VEEV TC-83 Vero,others
COc1cc(-c2nnn(CC(=O)NCc3ccccc3)n2)cc(OC)c1OC,-17%,-3%,-8%,2%,0.8%,
CCc1noc(C)c1C(=O)N1CCCSC1=Nc1ccccc1C(C)C,20%,10%,-2%,10%,1.7%,
Cn1ncc2c(Sc3ccc(Cl)cc3)ncnc21,40%,-1%,-2%,2%,2.5%,
CC(C)CN(CCNC(=O)c1cn(C)c2ccc(S(=O)(=O)N3CCCC3)cc2c1=O)CC(C)C,-7%,-3%,-5%,-3%,i,
Cc1ccc(C(=O)NC2CCCCCC2)cc1S(=O)(=O)N1CCOCC1,0%,13%,-4%,0%,2.0%,
Cc1ncsc1CCC(=O)N1CCCC(Nc2ccc(C(C)C)cc2)C1 (stereo not given),-6%,-5%,-5%,-13%,3.6%,
Cc1ccccc1C(=O)N1CCC(C(=O)Nc2ccc(S(=O)(=O)N(C)C(C)C)cc2)CC1,15%,1%,7%,0%,1.5%,
COc1ccccc1CNS(=O)(=O)c1c(C)nc2scc(C)n2c1=O,3%,-5%,14%,-2%,6.0%,
CCc1noc(C)c1C(=O)N1CCN(S(=O)(=O)c2ccc(C)cc2C)CC1,2%,6%,-7%,-3%,1.1%,
COc1ccc(N=Nc2cc(OC)c(N)cc2OC)cc1,·,35µM*,·,·,5.3%,
CC(=O)Nc1ccc(NC(=O)C(C)Sc2nnc(-c3ccc4c(c3)OCO4)o2)cc1 (stereo not given),11%,-16%,·,2%,1.4%,
COc1ccc(NC(=O)CNC(=O)C2CCCCC2)cc1OC,-1%,0%,·,-1%,i,

# No new results follow: 3 of the compounds above.
SMILES,M. tuberculosis,H1N1 NS1A inhibition,PhoP GFP inhibition,M. tuberculosis HTS,VEEV TC-83 Vero,others
COc1cc(-c2nnn(CC(=O)NCc3ccccc3)n2)cc(OC)c1OC,-17%,-3%,-8%,2%,0.8%,
CCc1noc(C)c1C(=O)N1CCCSC1=Nc1ccccc1C(C)C,20%,10%,-2%,10%,1.7%,
Cn1ncc2c(Sc3ccc(Cl)cc3)ncnc21,40%,-1%,-2%,2%,2.5%,

# Next structures:
SMILES,M. tuberculosis,H1N1 NS1A inhibition,PhoP GFP inhibition,M. tuberculosis HTS,VEEV TC-83 Vero,others
Cc1cccc(NC(=O)c2c(C)nc3ccccn23)c1,35%,-9%,-4%,0%,i,
Clc1ccc2sc(C3CCNCC3)nc2c1,48%,2%,7%,7%,i,
CC(C)(C)c1ccc(/C=N/OCC(=O)NCc2ccc(F)cc2)cc1,67%,-6%,3%,9%,2.1%,
CCCCNC(=S)N=Nc1c(O)n(Cc2ccccc2)c2ccccc12,-27%,8%,-9%,5%,5.3%,
O=c1c2ccccc2nc(-c2ccco2)n1-c1nc2ccccc2s1,-5%,-2%,9%,-10%,1.8%,
O=C(Nc1ccccc1C(F)(F)F)N1CCCCCC1,5%,5%,-9%,10%,1.2%,VEEV TC-83 Vero 10K pilot screen=0.2
NS(=O)(=O)c1ccc(CCNC(=O)c2cc(-c3cccs3)nc3ccccc23)cc1,·,-14%,·,·,6.5%,
COCc1c(C(C)C)nc(C(C)C)c(/C=C/[C@@H](O)C[C@@H](O)CC(=O)O)c1-c1ccc(F)cc1,14%,·,-15%,3%,·,
O=C(O)c1cccc(Nc2ccc([N+](=O)[O-])cn2)c1,-10%,-4%,7%,1%,i,
O=C(CN1CCN(c2cccc(C(F)(F)F)c2)CC1)N(C1CCCC1)C1CCS(=O)(=O)C1 (stereo not given),26%,-9%,·,-4%,i,
O=C(NC1CCS(=O)(=O)C1)c1ccc2c(c1)OCO2 (stereo not given),-13%,-13%,9%,1%,2.5%,
Cn1c(C(=O)N[C@@H](Cc2ccccc2)C(=O)O)cc2cc(Cl)ccc21,-4%,-6%,-1%,-6%,3.1%,
CNC(=O)NC(=O)CN1C(=O)NC2(CCOc3ccccc32)C1=O (stereo not given),-8%,-1%,2%,2%,1.2%,
Cc1ccc(SCC(=O)OC(C)C(=O)NCc2ccccc2)cc1C (stereo not given),?,0%,4%,1%,0.8%,
Cc1ccnc(NC(=O)C2CC(=O)N(Cc3ccccc3)C2)c1 (stereo not given),-1%,-10%,1%,-8%,1.0%,
O=c1c[n+]([O-])c2ccccc2n1OCc1c(F)cccc1F,23%,2%,-2%,-7%,1.1%,
Cc1nc(Nc2cc(F)ccc2C)c2nnn(Cc3ccccc3)c2n1,42%,-2%,2%,41%,3.8%,
O=S(=O)(c1ccc(Br)s1)N1CCN(CCc2ccccc2)CC1,13%,-7%,·,8%,0.3%,
Cc1ccc(C(C(=O)NC2CCCC2)N(C(=O)c2csnn2)c2ccccc2)o1 (stereo not given),·,0%,8%,5%,0.3%,
COc1ccc(OC)c(NC(=O)c2ccc(CN(c3cc(Cl)ccc3C)S(=O)(=O)c3ccccc3)cc2)c1,-12%,-4%,-2%,-9%,0.1%,
O=C(N=C1SC2CS(=O)(=O)CC2N1c1cc(Cl)ccc1Cl)C1CC1 (stereo not given),8%,2%,6%,-3%,0.2%,
Cc1cc(C(F)(F)F)c(C#N)c(N2CCOCC2)n1,-34%,-4%,16%,2%,0.9%,
CC(C)c1cc(C(=O)O)n(-c2ccccc2)n1,6%,6%,-5%,-4%,0.9%,
CCN(c1cccc(C)c1)C(C(=O)Nc1ccc(OC)cc1)c1cc2c(cc1[N+](=O)[O-])OCO2 (stereo not given),29%,-1%,-8%,6%,0.4%,VEEV TC-83 Vero 10K pilot screen=1.1

# Gathered by group, the entries above containing an aryl thioether with sulfur outside any ring
SMILES,M. tuberculosis,H1N1 NS1A inhibition,PhoP GFP inhibition,M. tuberculosis HTS,VEEV TC-83 Vero,others
Cn1ncc2c(Sc3ccc(Cl)cc3)ncnc21,40%,-1%,-2%,2%,2.5%,
CC(=O)Nc1ccc(NC(=O)C(C)Sc2nnc(-c3ccc4c(c3)OCO4)o2)cc1 (stereo not given),11%,-16%,·,2%,1.4%,
Cc1ccc(SCC(=O)OC(C)C(=O)NCc2ccccc2)cc1C (stereo not given),?,0%,4%,1%,0.8%,

# The list continues:
SMILES,M. tuberculosis,H1N1 NS1A inhibition,PhoP GFP inhibition,M. tuberculosis HTS,VEEV TC-83 Vero,others
O=C(Nc1ccc(C(=O)O)cc1)Nc1cccc([N+](=O)[O-])c1,-8%,2%,-5%,-8%,1.6%,
CCc1nn2c(=O)cc(CSc3nc(C)cc(=O)[nH]3)nc2s1,-30%,2%,-7%,-14%,1.3%,
Cc1ccc2occ(/C=C/C(=O)c3ccccc3O)c(=O)c2c1,?,-5%,-4%,14%,2.6%,
CCN(CC)CCC(c1ccc(OC)cc1)c1c(O)cc(OC)cc1OC (stereo not given),9%,7%,10%,-6%,0.9%,
Cc1ccc(S(=O)(=O)NC(=O)NCc2ccc3c(c2)OCO3)cc1,3%,-9%,-11%,·,2.9%,
O=C(COc1ccccc1)N(Cc1ccco1)c1ccc(O)cc1,12%,5%,1%,-6%,8.0%,
CCOC(=O)c1cc(C(=O)NN)c(C)nc1C,-15%,0%,-8%,7%,1.0%,
COCCN(CCOC)Cc1c(O)ccc2c1O/C(=C\c1ccco1)C2=O,-1%,1%,-46%,-14%,1.6%,
COc1cccc(NC(=O)CN(C)C(=O)c2ccc(-c3ccc(Cl)cc3)o2)c1,21%,5%,7%,40%,3.7%,
O=C(O)/C=C/C(=O)NNC(=O)c1ccc(Cl)cc1Cl,-8%,-5%,4%,-4%,4.4%,
CCCC(=O)Nc1ccc2oc(-c3ccncc3)nc2c1,7%,-3%,10%,-2%,2.1%,
Cc1ccc(NC(=S)NCCCN2CCOCC2)cc1,8%,-8%,0%,-5%,1.3%,
CCOC(=O)C1=C(CC)OC(N)=C(C#N)C1c1ccc(NC(C)=O)cc1 (stereo not given),-30%,0%,14%,1%,1.3%,
CC(=O)N1c2ccc(S(=O)(=O)NCCC(=O)Nc3ccc(F)cc3)cc2CC1C (stereo not given),-2%,4%,6%,3%,i,
COc1cc(/C=C(/NC(=O)c2ccccc2)C(=O)Nc2ccc(O)cc2)c([N+](=O)[O-])cc1OC,-9%,-3%,0%,5%,1.3%,
CCOC(=O)/C(C#N)=C/Nc1ccsc1C(C)=O,1%,0%,-2%,2%,i,
COc1ccc(OCC(=O)N2CCOCC2)cc1,2%,4%,-6%,8%,i,
CCOC(=O)C1CCN(C(=O)CCc2ccc(S(=O)(=O)NCC(C)C)cc2)CC1,6%,2%,-6%,-5%,0.1%,
O=C(O/N=C1/CCCc2occc21)c1ccc(F)cc1,51%,-6%,-1%,-2%,i,
CCn1c(SCC(=O)Nc2ccc(NC(C)=O)cc2)nc2c1c(=O)n(C)c(=O)n2C,-2%,2%,9%,-3%,1.9%,
Cc1ncoc1C(=O)Nc1ncc([N+](=O)[O-])s1,30%,-1%,6%,0%,1.3%,
COc1ccc(S(=O)(=O)Cc2ccc(C(=O)N3CCN(c4ccc(Cl)cc4)CC3)o2)cc1,49%,-1%,-10%,6%,8.3%,
Cc1oc2c(cc(NS(=O)(=O)c3ccc(Cl)cc3)c3ccccc32)c1C(=O)O,3%,-5%,-4%,3%,2.9%,
COc1ccc(CCNC(=O)C2CCN(C(=O)c3ccc(F)cc3)CC2)cc1,2%,-1%,-4%,4%,0.1%,
COc1ccccc1NC(=O)NC1CCCCCCC1,5%,-10%,-6%,12%,2.6%,
Cc1ccc(C(=O)N/C(=C\c2ccco2)C(=O)NCc2cccnc2)cc1,1%,-3%,-3%,-2%,0.9%,
Cc1ccc(CNC(=O)c2ccc(NC(=O)CCS(=O)(=O)c3cccs3)cc2)cc1,-12%,-1%,3%,2%,3.0%,
CCn1cc(C(=O)N[C@@H](CCSC)C(=O)NCCCOC)c(=O)c2cc3c(cc21)OCO3,-5%,0%,-7%,1%,1.8%,
CCOC(=O)CNC(=O)C1(c2ccccc2)CCCC1,-5%,-6%,-12%,-4%,1.8%,
CN(C)c1nc(Oc2ccc(N)cc2)nc(N(C)C)n1,5%,6%,-11%,-4%,0.1%,
COc1ccc(NC2=NCC(=O)N2c2ccccc2F)c(OC)c1,-8%,-1%,8%,-2%,1.0%,
Cc1ccc(NC(=S)N2CCN(S(=O)(=O)c3c(F)cccc3F)CC2)cc1C,2%,4%,0%,-1%,2.8%,
Cn1c(SCC(=O)N2CCc3ccccc3C2)nnc1-c1cccs1,1%,-4%,7%,-5%,0.4%,
COc1cc(CN2CCCC(C(=O)N3CCc4ccccc4C3)C2)cc(OC)c1OC (stereo not given),3%,4%,-4%,3%,i,
Cc1ccc(C=Nc2cccnc2N)cc1,-14%,3%,-5%,2%,0.4%,
CCOc1ccc(S(=O)(=O)N2CCC(C(=O)N3CCOCC3)CC2)cc1C,-12%,5%,7%,-8%,i,
Cc1ccc(-c2nc(Nc3ccc(N4CCOCC4)cc3)c3ccccc3n2)cc1,25%,·,-8%,4%,7.3%,
CCn1nc(C(=O)OCC(=O)c2ccc3c(c2)OCCO3)c2ccccc2c1=O,-7%,6%,7%,-1%,i,
Cc1ccc(CCC(=O)Nc2ccc(S(N)(=O)=O)cc2)o1,-11%,11%,5%,-12%,1.4%,
CC(C)NC(=O)CSc1nc(Cc2cccs2)nc2ccccc12,6%,5%,-21%,7%,i,
Cc1ccc([N+](=O)[O-])cc1NC(=O)c1ccc(CSc2ccccc2)cc1,-23%,-3%,-4%,-4%,i,
CCn1c2ccccc2c2cc(NC(=O)CSc3nnc(C4CC4)n3Cc3ccco3)ccc21,3%,11%,-4%,6%,9.2%,
COc1cc(C(CC(=O)Nc2ncccc2C)N2Cc3ccccc3C2=O)cc(OC)c1OC (stereo not given),-14%,-2%,-2%,-4%,1.4%,
Nc1nonc1C(=O)NC(c1ccccc1)c1ccccc1,17%,2%,-12%,15%,0.4%,
COc1ccc(-c2nnc3ccc(SCC(=O)N4CCOCC4)nn23)cc1,·,·,9%,0%,·,
COc1cc2cc(CN(CCCO)S(=O)(=O)c3ccccc3)c(=O)[nH]c2cc1OC,-11%,-4%,-9%,-13%,0.2%,
COc1ccccc1/C=C/C(=O)NCC(=O)N/N=C/c1ccccc1[N+](=O)[O-],-2%,6%,-2%,1%,0.7%,VEEV TC-83 Vero 10K pilot screen=3.8
COCCn1c(SCc2cccc(F)c2)nc2cc(C(=O)OC)ccc2c1=O,23%,-6%,7%,4%,1.0%,
NC1=NN=C(N2N=C(c3ccc(Br)cc3)CC2(O)C(F)(F)F)n2ncnc2C1 (stereo not given),9%,1%,-20%,4%,0.9%,
COc1ccc(C(=O)CC2(C(=O)O)CCCCC2)cc1,40%,-4%,6%,5%,0.6%,
O=C(Nc1ccncc1)C1COc2ccccc2O1 (stereo not given),·,8%,6%,-2%,i,
